Compound activity deposited in PubChem BioAssay by National Center for Advancing Translational Sciences (NCATS).
GAA spleen mod – qHTS Assay for Inhibitors and Activators of Human alpha-Glucosidase From Spleen Homogenate | 240,000 compounds, 0.006% hits | Potency, µM (titrated, usually from 79.9 µM), for the others: at the top dose activity change, negative = inhibition, most hits filed as inhibitors | Lysosomal alpha-glucosidase (Homo sapiens), P10253 | human spleen homogenate, 4-MU-alpha-glucoside fluorescence;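 further: 0% = enzyme with vehicle and -100% = no enzyme basal signal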
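Enzyme source: human spleen homogenate, 1 ug/well. Buffer 50 mM citric acid/K phosphate pH 5.0, 0.01% Tween-20. 4-MU-alpha-glucoside 1 mM; 37 C x 40 min; NaOH/glycine stop; fluorescence.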
RGS12 GoLoco inh – qHTS Assay for Inhibitors of RGS12 GoLoco Motif Activity (Red Fluorophore). Gai1:RGS12 GoLoco peptide FP, rhodamine, 10 min. 230,000 compounds, 0.44% hits. Potency, µM (doses to about 61.6 µM), without a hit: at the top dose activity, negative = inhibition, hits mostly inhibitors. Guanine nucleotide-binding protein G(i) subunit alpha-1 (Homo sapiens), P63096; active means well fitted inhibition curve with a large enough effect, not every such curve was filed as active; inactive means no such curve, though single readings can be large or run the other way; further: nearly all actives have a fitted effect of over 30% in size; many of its hits are not listed in these tables
Target sequence (P63096 whole entry, looked up): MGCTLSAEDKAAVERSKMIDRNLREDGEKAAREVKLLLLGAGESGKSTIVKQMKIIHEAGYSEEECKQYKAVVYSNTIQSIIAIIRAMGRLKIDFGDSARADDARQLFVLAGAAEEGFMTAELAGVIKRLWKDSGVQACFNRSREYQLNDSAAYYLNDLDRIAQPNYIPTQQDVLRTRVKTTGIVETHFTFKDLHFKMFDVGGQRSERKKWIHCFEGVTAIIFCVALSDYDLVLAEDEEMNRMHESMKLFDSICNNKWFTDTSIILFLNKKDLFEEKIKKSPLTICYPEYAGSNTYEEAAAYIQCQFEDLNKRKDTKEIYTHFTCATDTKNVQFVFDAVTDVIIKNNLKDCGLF
GAA inhib – qHTS Assay for Inhibitors of Human alpha-Glucosidase as a Potential Chaperone Treatment of Pompe Disease; Potency, µM (highest dose often 76.9 µM), inactives show top-dose activity change, negative = inhibition, most hits filed as inhibitors; 200,000 compounds, 0.005% hits; purified human GAA, 4-MU-alpha-glucoside fluorescence;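 further: plate controls were uninhibited enzyme wells for no effect and no-enzyme background for full effect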
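Compounds are titrated up to 77 uM against 4 nM human enzyme. Substrate 4-methylumbelliferyl-alpha-D-pyranoside (400 uM) reacts 20 min at room temperature in pH 5.0 buffer; liberated 4-methylumbelliferone is read at 440 nm.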
RECQ1 helicase – qHTS Assay for Inhibitors of RecQ-Like Dna Helicase 1 (RECQ1); ATP-dependent DNA helicase Q1 (Homo sapiens), P46063; RECQ1 DNA unwinding, red fluorescence kinetic read; Potency, µM (titrated, usually from 57.3 µM), without a hit: at the top dose activity, negative = inhibition, hits mostly inhibitors; 240,000 compounds, 0.54% hits; AID 2549, 2010;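 further: plate controls were vehicle for no effect and no enzyme for full effect; nearly all actives have a fitted effect of over 30% in size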
Target sequence (P46063 whole entry, looked up): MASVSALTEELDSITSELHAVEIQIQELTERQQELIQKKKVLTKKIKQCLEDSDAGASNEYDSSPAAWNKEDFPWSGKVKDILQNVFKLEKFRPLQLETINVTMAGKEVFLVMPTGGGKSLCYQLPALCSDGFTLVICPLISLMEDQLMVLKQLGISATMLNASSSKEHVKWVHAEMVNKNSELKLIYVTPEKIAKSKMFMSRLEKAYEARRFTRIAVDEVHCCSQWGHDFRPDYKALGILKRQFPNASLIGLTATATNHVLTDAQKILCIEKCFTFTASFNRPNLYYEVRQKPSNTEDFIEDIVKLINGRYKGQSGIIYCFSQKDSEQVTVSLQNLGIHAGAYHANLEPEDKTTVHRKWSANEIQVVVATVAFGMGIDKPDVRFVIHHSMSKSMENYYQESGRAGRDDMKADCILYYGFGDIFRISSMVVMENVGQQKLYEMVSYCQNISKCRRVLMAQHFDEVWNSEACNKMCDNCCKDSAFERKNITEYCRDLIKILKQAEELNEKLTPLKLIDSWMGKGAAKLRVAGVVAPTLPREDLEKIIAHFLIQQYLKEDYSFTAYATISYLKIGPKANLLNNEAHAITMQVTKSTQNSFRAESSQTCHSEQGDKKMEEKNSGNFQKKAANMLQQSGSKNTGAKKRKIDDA
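RECQ1T1 50 nM; forked duplex (20 bp + 30-nt ss tails) 200 nM, ATP 2 mM final; pH 8.0, 2 mM MgCl2, 2.5 ug/ml poly(dI-dC); 15 min compound preincubation; discontinuous kinetic read over 2 h at RT.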
L3MBTL1 inh – qHTS Assay for the Inhibitors of L3MBTL1; 230,000 compounds, 0.66% hits; Potency, µM (top dose mostly 57.1 µM), inactives show at the top dose activity, negative = inhibition, actives largely listed as inhibitors; AlphaScreen L3MBTL1–H3K9me1 peptide binding; Lethal(3)malignant brain tumor-like protein 1 (Homo sapiens), Q9Y468; AID 485360, 2010; further: nearly all actives have a fitted effect of over 60% in size
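AlphaScreen proximity signal between nickel-chelate acceptor and streptavidin donor beads (final 10 ug/mL) reports binding of 50 nM L3MBTL1 to 75 nM biotin-H3 K9me1 peptide; complex incubated with compounds 30 min at room temperature; cefsulodin titration as control.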
TRb SRC2 PPI – qHTS for Inhibitors of the Interaction of Thyroid Hormone Receptor and Steroid Receptor Coregulator 2; Thyroid hormone receptor beta (Homo sapiens), P10828; TRbeta-SRC2 peptide binding, fluorescence polarization; receptor liganded with 1 µM T3; Potency, µM (highest dose often 106 µM), inactives show at the highest dose activity change, negative = inhibition, most hits filed as inhibitors; 280,000 compounds, 0.065% hits; AID 1469, 2008;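 further: plate controls were bound peptide for no effect and peptide without receptor for full effect; nearly all actives have a fitted effect of over 50% in size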
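TRb LBD 0.6 uM + Texas Red SRC2 peptide 20 nM, 1 uM T3, Tris buffer w/ 5% DMSO; compound pinned, 5 h RT; FP read ex 555/em 632; normalized to unbound and bound controls.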
TR SRC2 fluor cs – Total Fluorescence Counterscreen for Inhibitors of the Interaction of Thyroid Hormone Receptor and Steroid Receptor Coregulator 2. AID 1479, 2009. TRb/SRC2 Texas Red total fluorescence interference. Potency, µM (doses to about 106 µM), without a hit: top-dose fluorescence change, negative = quenching. 280,000 compounds, 0.29% hits; active means well fitted curve in either direction with a large enough effect; inconclusive means small, poorly fitted or top-dose-only effect
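Flags fluorescent or light-absorbing compounds by total fluorescence, S + 2P, at 555 nm excitation and 632 nm emission. Mixture: 20 nM Texas Red SRC2 peptide, 0.6 uM human TRb LBD, 1 uM T3, 5% DMSO; compound exposure 5 h at ambient temperature.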
GAA glycogen – qHTS Assay for Inhibitors and Activators of Human alpha-Glucosidase Cleavage of Glycogen; recombinant GAA, glycogen substrate, Amplex Red glucose oxidase fluorescence; Potency, µM (doses to about 76.4 µM), for the others: top-dose activity change, negative = inhibition, actives largely listed as inhibitors; 300,000 compounds, 0.38% hits; AID 2100, 2009;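 further: 0% = full enzyme reaction and -100% = no-enzyme basal signal; the screen sought inhibitors and activators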
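Recombinant enzyme (4 nM final) with compounds titrated up to 77 uM and bovine liver glycogen (30 ug) in citrate pH 5.0, 0.01% Tween-20, 37 C 40 min. Released glucose detected by Amplex Red/glucose oxidase (Ex 573/Em 610); AC50 from Hill fits.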
The depositor's hits bear a star; i = inactive; ? = inconclusive; · = not tested or not shown; & = joins results of further samples; ! = not active in a repeat; [ ] = dose if it differs, or a comment. Unless noted, the call rests on the fitted dose curve; in most records, active means well fitted curve in the direction sought with a large enough effect; inconclusive means small, poorly fitted or top-dose-only effect, or another doubt; inactive means no such curve, though single readings can be large; an effect the other way counts as inactive or inconclusive. Unless noted, on the % scale 0 is the no-effect control and ±100 the full control effect; potency means the concentration at half of the fitted maximal effect.

SMILES	GAA spleen mod	RGS12 GoLoco inh	GAA inhib	RECQ1 helicase	L3MBTL1 inh	TRb SRC2 PPI	TR SRC2 fluor cs	GAA glycogen
Cn1c(O)c(C(=N)COc2ccccc2)c(=O)n(C)c1=O	-9%	6%	7%	6%	4%	3%	-1%	-16%
CCCCn1c(O)c(/C=N/N2CCOCC2)c(=O)[nH]c1=S	4%	11%	·	-12%	-4%	-2%	-5%	-1%
N#Cc1c(Cl)nc(Cl)c2c1CCN(Cc1ccccc1)C2	?	9%	?	-3%	15%	-4%	-3%	5%
O=c1[nH]c(=S)n(Cc2ccc(F)cc2)c(O)c1C=NCCCn1ccnc1	11%	9%	·	0%	-17%	-1%	-1%	-7%
O=C(Nc1ccc(Cl)cc1)OC1CN2CCC1CC2 (configuration not stated)	1%	8%	-5%	-9%	7%	0%	-2%	5%
O=c1[nH]c(=O)n(C2CCCCCC2)c(O)c1C=NCc1cccnc1	1%	13%	·	-3%	4%	4%	1%	1%
NCCc1c[nH]c2ccc(C(N)=O)cc12	-1%&0%&11%	-21%&7%&-2%	·	-9%&-2%	2%	1%&7%&0%	0%&-1%&-1%	·
Cc1cccc(NC2=NCCCS2)c1	-3%	6%	·	-15%	3%	0%	-1%	-5%
CC(C)C(=O)Nc1ccc(N2CCN(C)CC2)c(F)c1	3%	9%	8%	i	-7%	-1%	-6%	-9%
O=C(C1CCN(S(=O)(=O)c2ccccc2)CC1)N1CCC2(CC1)OCCO2	1%	-11%	-5%	-7%	·	-13%	-6%	-4%
COc1ccc(CN2C(=O)NC(=O)/C(=C\c3ccco3)C2=O)cc1	3%	126%[activator]	-6%	?	7.9µM*	19%	11%	-14%
COc1ccc(N2C(=O)NC(=O)/C(=C/c3ccc4c(c3)Cc3ccccc3-4)C2=O)cc1	2%	32%[activator]	0%	-12%	·	-1%	-1%	-4%
CC(Cl)CCl (configuration not stated)	-1%	3%	·	4%	·	2%	-2%	·
COc1cccc(C2(O)CCN(Cc3ccncc3)CC2)c1	2%	3%	8%	17%	-9%	2%	-1%	5%
COP(=S)(OC)SCn1nnc2ccccc2c1=O	3%&-6%	2%&-4%	·	-2%&6%	·	-1%[201 µM]	0%[201 µM]	·
Cc1ccc(-n2c(O)c(C=Nc3ccc(Br)cn3)c(=O)[nH]c2=O)cc1	-3%	12%	-10%	13%	7%	2%	0%	5%
CCOC(=O)C1C(C=C(C)C)C1(C)C (configuration not stated)	-9%	2%	·	-10%	·	1%	-5%	·
O=C(Cn1cc(C(=O)c2ccccc2F)c2ccccc21)NC1CC1	2%	9%	-8%	i	8%	-3%	0%	-2%
O[C@@H]1CCCN2C[C@@H](O)[C@@H](O)C12 (some centres not stated)	5%	1%	·	i	·	7%	0%	·
Cn1c(O)c(/C=N/N2CCOCC2)c(=O)n(C)c1=S	-2%	7%	·	?	·	6%	-3%	-1%

Retrieved by structure from the list above:
SMILES	GAA spleen mod	RGS12 GoLoco inh	GAA inhib	RECQ1 helicase	L3MBTL1 inh	TRb SRC2 PPI	TR SRC2 fluor cs	GAA glycogen
CC(C)C(=O)Nc1ccc(N2CCN(C)CC2)c(F)c1	3%	9%	8%	i	-7%	-1%	-6%	-9%
COc1cccc(C2(O)CCN(Cc3ccncc3)CC2)c1	2%	3%	8%	17%	-9%	2%	-1%	5%
Cn1c(O)c(/C=N/N2CCOCC2)c(=O)n(C)c1=S	-2%	7%	·	?	·	6%	-3%	-1%
O=C(Cn1cc(C(=O)c2ccccc2F)c2ccccc21)NC1CC1	2%	9%	-8%	i	8%	-3%	0%	-2%
N#Cc1c(Cl)nc(Cl)c2c1CCN(Cc1ccccc1)C2	?	9%	?	-3%	15%	-4%	-3%	5%

(list continues)
SMILES	GAA spleen mod	RGS12 GoLoco inh	GAA inhib	RECQ1 helicase	L3MBTL1 inh	TRb SRC2 PPI	TR SRC2 fluor cs	GAA glycogen
CCCCCCC(C)(C)c1ccc([C@@H]2C[C@H](O)CC[C@H]2CCCO)c(O)c1	6%	-12%	·	-11%	-4%	7%	-1%	·
C[N+]12CCC(CC1)C(C#N)(N1CCOCC1)C2 (configuration not stated)	2%	2.2µM*	5%	-7%	5%	3%	-1%	-12%
O=[N+]([O-])c1ccc(Sc2nc3ccccc3o2)c([N+](=O)[O-])c1	1%	-10%	?	?	·	-5%	-6%	4%
Cc1ccc2c(c1)=C/C(=C\c1c(O)[nH]c(=O)[nH]c1=O)C(=O)N=2	1%	37%[activator]	-1%	-3%	3%	-23%	3%	-3%
N#CC(=Cc1ccc(O)c(O)c1)C(N)=S	1%	28%	·	?	·	0%	-8%	·
CC(Oc1ccc(Cl)cc1Cl)C(=O)Nc1ccc(S(=O)(=O)Nc2cnc3ccccc3n2)cc1 (configuration not stated)	-10%	5%	-7%	18µM*	-24%	9%	-5%	-14%
Nc1c(C(=O)NCCc2ccccc2)c2nc3ccccc3nc2n1CCN1CCOCC1	4%	17%	?	8.9µM*	49%[activator]	-4%	-1%	-8%
CC1Cc2c(cnc3c2CN(C)CC3)CO1 (configuration not stated)	-10%[17.4 µM]	·	·	-1%[11.5 µM]	·	3%[11.2 µM]	-4%[11.2 µM]	·
CCCCc1ccc2[nH]cc(CCN)c2c1	0%	-23%	-3%	-7%	-19%	-4%	1%	1%
CCOC(=O)CNC(=O)CSP(=S)(OCC)OCC	-2%	1%	1%	-1%	·	1%	2%	2%
c1ccc(N=Nc2ccccc2)cc1	3%&-1%	6%&12%	·	-3%	·	-2%[201 µM]	3%[201 µM]	·
CN(C)P(=S)(Nc1ccccc1)C(Cl)(Cl)Cl (configuration not stated)	4%	2%	-1%	-8%	19%	5%	0%	-3%
O=C1NC(=S)N(c2ccc(Br)cc2)C(=O)/C1=C/N1CCN(C(=O)c2ccco2)CC1	0%	173%[activator]	?	?	-1%	14%	3%	11%
O=C(c1ccccc1)c1ccccc1N=Cc1c(O)[nH]c(=O)[nH]c1=O	2%	1%	-8%	-4%	·	2%	-3%	-1%
Oc1ccccc1O	-9%&-4%	-53%&-18%	·	16µM*!	18µM*	5%&4%	-2%&0%	·
CCc1ccccc1NC(=O)CNC1CCCCC1	1%	3%	-11%	23%	6%	-1%	0%	-1%
CC(N)C(=O)c1ccco1 (configuration not stated)	1%	-8%	-8%	1%	3%	-1%	1%	-5%
O=C(c1ccccc1F)c1cn(CC(=O)N2CCCC2)c2ccccc12	-7%	-6%	-4%	i	·	-3%	-4%	1%
ClC1=C(Cl)C2(Cl)C3C(Cl)C(Cl)CC3C1(Cl)C2(Cl)Cl (configuration not stated)	-4%	-23%	·	1%	·	4%	-2%	·
COc1ccc(-c2nc(CS(=O)CC(=O)N3CCC4(CC3)OCCO4)c(C)o2)cc1 (configuration not stated)	-10%	-8%	-2%	1%	10%	-2%	1%	1%
CCN(CC)C(=O)c1ccc2c(c1)C1C(Cl)C(Sc3ccccc3[N+](=O)[O-])CC1C(C(=O)O)N2 (configuration not stated)	2%	18%	?	-22%	14µM*	?	?	-22%
CCCCn1c(=O)c(C(=O)Nc2ccccc2S(N)(=O)=O)c(O)c2ccccc21	-3%	5%	-1%	-7%	6%	-9%	-3%	10%
CCCCC(=O)N/N=C/c1c(O)n(CCc2ccccc2)c(=O)[nH]c1=O	-11%	6%	·	0%	-23%	-8%	0%	2%
CSCc1nnc2n1-c1ccc(Cl)cc1C(c1ccccc1)=NC2	-7%	6%	1%	-5%	2%	-3%	1%	13%
CCC1CN2CCC1CC2C(O)c1ccnc2ccc(OC)cc12 (configuration not stated)	-20%	6%	·	14%	·	-2%	-2%	·
Cc1nn(Cc2ccccc2)c(C)c1C(=O)OCC(=O)Nc1cc(S(C)(=O)=O)ccc1Cl	9%	4%	0%	i	·	-7%	-1%	2%
CN1c2ccc([N+](=O)[O-])cc2CC2(C(=O)NC(=O)NC2=O)C1c1ccccc1 (configuration not stated)	5%	6%	1%	-5%	3%	4%	-5%	-3%
Cc1nn(Cc2c(Cl)cccc2Cl)c(Cl)c1C(=O)O	-8%	2%	11%	i	8%	-1%	3%	17%
CCCCOP(=O)(c1ccc(N(C)C)cc1)C(Nc1ccccc1)c1ccccc1 (configuration not stated)	-3%	2%	?	-18%	-24%	4%	-1%	-11%
CC12CC[C@H]3[C@@H](CCC4(O)C[C@H](O)CCC34/C=N/NC(=O)c3ccccc3O)C1(O)CCC2C1=CC(=O)OC1 (some centres not stated)	-4%	4%	·	?	·	-4%	-1%	0%
Cn1c(O)c(/C=N/NC(=O)c2ccncc2)c(=O)[nH]c1=S	-6%	249%[activator]	-4%	3.2µM*	8%	6%	-5%	5%
CCOc1ccccc1C1SCC(=O)Nc2c1c(=O)[nH]n2C(CC)CC (configuration not stated)	-2%	0%	-14%	-9%	-1%	-5%	-2%	9%
COc1cc(N2CCOCC2)ccc1/C=C1\C(=O)NC(=O)N(C2CCCCC2)C1=O	-14%	72%[activator]	?	-17%	?	8%	2%	1%
CCC(=Nc1ccc2c(c1)CCC2)c1c(O)n(C2CCCCC2)c(=O)[nH]c1=O	0%	-1%	-1%	-3%	3%	-12%	-1%	-13%
Cc1cc(C=C2C(=O)N(C)C(=S)N(C)C2=O)c(C)n1-c1cccnc1	-2%	128%[activator]	-3%	-4%	-11%	0%	-1%	-16%

These rows are one share of the data (hit frequency here may not be typical).
